# Shn3 inh set2 – Schnurri-3 reporter inhibition in Clone20 osteoblasts; 360,000 tested, 0.52% active; AID 588674; inhibition, % at 12.5 µM; Clone20 osteoblast Shn3 3'UTR firefly luciferase, 24 h;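 active means mean inhibition of at least 75% with every replicate also reaching 75%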;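 further: 0% = median of neutral control wells and 100% = pilot-screen positive control compound; some compounds past the cut are filed as inactive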
# CF NFkB inh – blocks PAF-induced NF-kB reporter in cystic fibrosis cells | KKLEB NF-kB-GFP reporter, GFP fluorescence overnight | inhibition, % at 5 µM | 360,000 tested, 0.86% active | AID 588850;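 active means at least 50% inhibition at 5 µM, scaled per plate between neutral and stimulator controls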;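 further: PAF is a Pseudomonas aeruginosa culture filtrate used as stimulus; plate controls were PAF-stimulated DMSO wells for no effect and unstimulated DMSO wells for full effect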
# Vif inh – inhibitors of HIV Vif. HEK293T cells, Vif self-association by quenched fluorescence, imaging, 24 h. inhibition, % at 7.49 µM. 340,000 tested, 0.35% active. AID 602346; in the data active means inhibition above about 50%, passing the limit was not always enough; further: some results filed as inactive read as strong as hits
# PDI turbidity – blocks human protein disulfide isomerase activity; P07237; PDI insulin aggregation turbidity, A650, 90 min; inhibition, % at 10 µM; 350,000 tested, 0.052% active; AID 588391;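 active means mean inhibition across replicates of 30% or more, whatever share of single replicates reach that level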;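 further: absorbance from insulin aggregation driven by PDI reduction with DTT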
# Target sequence (P07237 whole entry, looked up): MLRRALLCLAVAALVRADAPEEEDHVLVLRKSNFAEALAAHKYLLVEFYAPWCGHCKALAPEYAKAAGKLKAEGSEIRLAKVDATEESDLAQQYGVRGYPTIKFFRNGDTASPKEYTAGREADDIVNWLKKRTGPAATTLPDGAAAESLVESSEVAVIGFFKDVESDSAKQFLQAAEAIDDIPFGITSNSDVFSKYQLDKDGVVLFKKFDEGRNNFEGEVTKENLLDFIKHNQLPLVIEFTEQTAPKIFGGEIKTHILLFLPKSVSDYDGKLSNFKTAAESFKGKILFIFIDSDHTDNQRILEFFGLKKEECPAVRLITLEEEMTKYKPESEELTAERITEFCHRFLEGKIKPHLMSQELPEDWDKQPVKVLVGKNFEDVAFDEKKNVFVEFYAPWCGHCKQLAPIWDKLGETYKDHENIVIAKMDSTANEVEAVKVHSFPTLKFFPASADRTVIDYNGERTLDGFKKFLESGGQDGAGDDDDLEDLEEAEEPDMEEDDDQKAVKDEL
# Peg3 promoter – reduces Peg3 promoter-driven luciferase expression in HeLa; HeLa PEG-Prom luciferase reporter, luminescence, overnight; inhibition, % at 20 µM; 360,000 tested, 1.7% active;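 active means inhibition of at least 50% at 20 µM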
# CaV13 FRET inh – Primary screen for inhibitors of IQ motif and Ca2+-dependent inactivation inhibitor domain binding in CACNA1D, Förster resonance energy transfer in living cells, …; HEK cells, CFP/YFP FRET ICDI-IQ, plate reader, 10 min; percent FRET-ratio fall versus neutral wells; inhibition, % at 12.3 µM; 340,000 tested, 0.098% active; AID 743397;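 active means mean replicate inhibition of at least 30% and at least 1% of replicates passing that level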;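 further: 0% = median of the neutral control wells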
# MITF TRPM1 inh – reduces MITF-dependent TRPM1 promoter luciferase signal; SK-MEL-5 TRPM1 promoter luciferase, 24 h; inhibition, % at 12.5 µM; 330,000 tested, 0.83% active; AID 488899;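 active means mean inhibition across replicates of 60% or more, whatever share of single replicates reaches that level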; further: values of inactives mirror those of a sister screen read the other way
# NR2E3 ag-1 – agonists of human NR2E3 nuclear receptor; Q9Y5X4; CHO-S Gal4-NCOR/VP16-NR2E3 two-hybrid, luciferase; inhibition of corepressor binding, % at 3.98 µM; 360,000 tested, 0.35% active; AID 602229;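 active means inhibition above the mean of all tested compounds plus 3 SD, cut at about 70% in these data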;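 further: 0% = DMSO with NR2E3 transfected cells and 100% = cells lacking NR2E3 construct; higher means lower luciferase signal from less NR2E3 corepressor binding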
# Target sequence (Q9Y5X4 whole entry, looked up, the tested form may be a part): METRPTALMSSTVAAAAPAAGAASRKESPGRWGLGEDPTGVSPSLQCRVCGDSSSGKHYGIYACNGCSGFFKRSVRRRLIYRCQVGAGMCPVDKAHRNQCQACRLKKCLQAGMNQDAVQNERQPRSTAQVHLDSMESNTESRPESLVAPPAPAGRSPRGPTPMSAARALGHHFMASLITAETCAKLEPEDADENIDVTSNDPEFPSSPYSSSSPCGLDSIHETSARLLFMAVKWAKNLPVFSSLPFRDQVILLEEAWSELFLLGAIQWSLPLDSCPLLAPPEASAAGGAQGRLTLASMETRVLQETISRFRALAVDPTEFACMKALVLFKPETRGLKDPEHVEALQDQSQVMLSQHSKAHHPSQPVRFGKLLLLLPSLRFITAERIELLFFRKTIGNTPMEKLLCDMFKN
# HIF-2a inh – HIF-2a inhibition; 786-0 RCC cells HIF-2a reporter, luciferase luminescence, overnight; inhibition, % at 18.8 µM; 360,000 tested, 0.72% active;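 active means inhibition of the luminescence signal of 40% or more relative to plate controls, in a single-dose primary screen at 18.75 µM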
# NR2E3 ag-2 – NR2E3 (human) agonism; AID 2300; 320,000 tested, 0.12% active; GST-NR2E3/biotin-RetCOR TR-FRET, 1536-well; Q9Y5X4; inhibition of corepressor binding, % at 4.78 µM;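 active means percent inhibition above the cutoff of mean plus 3 SD of all tested compounds, set per screening campaign, cut at about 20% in these data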;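 further: 0% = DMSO wells and 100% = biotin wells as full block of FRET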
#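 system = GST-tagged NR2E3 plus biotinylated RetCOR corepressor | input = 1.35 nM GST-NR2E3 | also added = 7 nM biotin-RetCOR | schedule = 5 h incubation at 4 °C | measured by = TR-FRET with europium anti-GST and streptavidin-D2, 340 nm excitation | read-out = percent loss of FRET ratio relative to control wells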
# KKLEB cytotox – reduces viability of KKLEB cystic fibrosis airway cells | KKLEB CF airway cells viability, ATPlite luminescence, overnight; hits give low values; cells stimulated with P. aeruginosa culture filtrate | activity change (cytotoxicity), % at 5 µM | 360,000 tested, 0.36% active | AID 602141;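 active means corrected activity change at or below -50% at 5 µM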
# Starred values were filed as active, the others as inactive; · = not tested or not shown; & = joins results of further samples.
# Results follow in this order: Shn3 inh set2	CF NFkB inh	Vif inh	PDI turbidity	Peg3 promoter	CaV13 FRET inh	MITF TRPM1 inh	NR2E3 ag-1	HIF-2a inh	NR2E3 ag-2	KKLEB cytotox
- CCC(=O)/C=C1/Sc2ccc(OC)cc2N1CCO
  8.6	-11.6	4.3	-1.6	-10.6	9.3	-20.5	-22.0	15.3	-0.3	5.8
- Cc1cccc(NC(=O)CN2CCN(C(=O)C3CCC3)CC2)c1C
  6.1	-18.2	15.3	-5.1	12.8	-5.0	6.6	13.1	6.9	2.4	15.4
- Oc1c(Br)cc(Br)cc1C=Nc1cccnc1
  16.3	15.7	-2.9	4.1	19.0	-5.8	0.7	-104.8	20.9	-5.9	9.0
- Cc1sc2ncnc(Sc3nnnn3-c3ccc(Cl)cc3)c2c1C
  -23.4	83.9*	10.9	-10.8	88.5*	-5.0	73.1*	6.9	41.4*	-2.0	-57.2*
- C/C(=N\NC(=O)c1ccccc1C)c1ccc(N2CCOCC2)cc1
  -8.6	-20.0	6.0	6.4	-13.4	·	-4.0	-74.4	-2.0	-3.2	5.0
- CCC(c1nnnn1C1CCCC1)N1CCN(C(=O)c2ccco2)CC1 (stereo not drawn)
  -3.8	-0.7	1.9	3.2	5.7	-5.1	15.1	0.2	18.7	-0.8	10.5
- CCc1ccc(/C=N/Nc2nn[nH]n2)cc1
  8.1	-7.3	-1.2	-2.1	3.2	-5.3	-0.7	-24.1	-0.2	1.3	-3.3
- CCC1CCCCN1S(=O)(=O)c1ccc(NC(=O)c2snnc2C)cc1 (stereo not drawn)
  17.8	-6.5	-17.5	7.9	-0.9	-14.6	1.4	24.4	19.6	5.4	-20.6
- NC(=O)C1CCC(NC(=O)OCc2ccccc2)CC1 (stereo not drawn)
  6.4	3.0	0.3	0.9	-37.4	-0.2	-5.8	-16.7	-23.7	-1.3	-4.2
- CC1CCCCC1NC(=O)c1cccc(S(=O)(=O)N2CCN(Cc3ccccc3)CC2)c1 (stereo not drawn)
  61.3	-23.5	-6.5	-2.8	1.2	-16.0	7.7	27.1	15.5	-3.7	1.3
- COC(=O)c1ccc(Cn2nc(-c3cc(C)ccc3C)ccc2=O)cc1
  13.2	20.3	-3.3	-0.2	25.5	-9.7	-16.6	-25.8	9.8	·	-12.7
- Cc1ccc(OCC(O)Cn2c(N3CCOCC3)nc3c2c(=O)[nH]c(=O)n3C)cc1 (stereo not drawn)
  1.8	3.0	5.1	-4.6	14.1	·	-4.1	-15.2	9.3	0.0	-7.9
- Cc1cccc(CN(C)C[C@@H]2OCc3cnnn3CCCC(=O)N([C@@H](C)CO)C[C@H]2C)c1
  -2.0	-20.8	5.1	-6.2	-6.3	-5.0	·	-5.2	9.4	·	9.0
- Cc1ccc(C)c(S(=O)(=O)N2C(=S)NC(=O)C2CC(C)C)c1 (stereo not drawn)
  7.3	8.6	·	-2.1	19.4	·	2.7	6.6	8.1	-1.9	2.0
- NC(=O)[C@@H]1CCCN1Cc1nc(-c2ccc(C(F)(F)F)cc2)no1
  -14.4	4.4	-11.6	-12.7	-0.3	-18.1	7.0	-5.4	-5.6	-1.5	-7.0
- CCOC(=O)C1=C(C)N[C@@]2(O)c3ccccc3C(=O)[C@@]12O
  -12.9	-1.3	16.5	-2.7	-0.8	-4.4	13.1	9.5	2.2	-1.6	2.2
- O=C(O)CCCC(=O)Nc1ccc(S(=O)(=O)Nc2nccs2)cc1
  -16.1	-8.0	1.8	6.0	-5.4	-2.5	-0.9	-6.5	10.6	·	10.9
- O=S(=O)(c1ccc(Cl)cc1)N1CN(CC2CCCO2)c2nc3ccccc3nc21 (stereo not drawn)
  2.2	14.1	10.0	10.6	4.0	-14.4	-8.6	-21.9	1.4	-2.1	4.6
- C[C@@H](NC(=O)c1[nH]cnc1C(=O)Nc1ccccc1F)c1ccccc1
  -5.2	6.7	-0.1	-3.1	19.3	-5.5	·	-21.8	12.2	·	7.8
- Oc1nc(Nc2ccccc2)sc1/C=C1\C=Nc2ccccc21
  ·	6.6	13.2	-1.1	-244.1	-2.3	-91.0	-78.2	-356.3	2.3	-1.1
- O=C(OCC(=O)N1CCOCC1)C(c1ccccc1)c1ccccc1
  13.3	4.9	13.2	3.0	2.4	·	-6.2	-22.8	6.3	·	-1.3
- O=C(COC(=O)c1ccc2c(c1[N+](=O)[O-])C(=O)c1ccccc1C2=O)NC1CC1
  -37.2	5.9	1.3	-7.6	-27.7	0.0	32.7	-41.7	-63.5	-0.3	14.2
- CCOc1cccc2sc(N(CCN(CC)CC)C(=O)c3ccc(S(=O)(=O)N4CCCC4)cc3)nc12
  21.8	10.4	0.7	-3.6	-11.2	·	21.2	-29.4	4.9	1.4	-20.3
- CC(C)(C)NS(=O)(=O)c1ccc(NC(=O)C2CC(=O)N(CCc3ccc(F)cc3)C2)cc1 (stereo not drawn)
  -4.8	-16.0	-1.8	4.7	15.1	-7.3	1.2	-14.2	15.1	-0.9	5.7
- CCCn1nc(C(=O)NCC(C)(C)N2CCOCC2)c2ccccc2c1=O
  6.5	7.7	-2.1	13.2	6.4	·	-5.8	-11.1	11.7	0.6	-8.7
- Cc1ccc2c([N+](=O)[O-])cccc2n1
  -12.0	-16.1	1.0	-1.0	-3.0	-4.8	7.4	19.2	-4.4	3.4	12.3
- Cc1c(N=C/C=C2/N(C)c3ccccc3C2(C)C)c(=O)n(-c2ccccc2)n1C
  -6.3&33.2	13.0&11.7	-6.9	-1.5&8.5	-14.3&1.0	-5.8	-21.0&-8.2	-18.9&-1.2	12.8&11.9	2.0	-2.4&-0.3
- O=C(c1c(Cl)nc2sccn12)N(C(=O)c1c(Cl)nc2sccn12)c1ccc(Cl)cn1
  -71.6	-9.5	-3.5	-1.1	-213.4	-8.0	-42.5	-124.7	-277.0	1.6	10.6
- Cc1cc(Cl)c(OCCn2ccnc2)c(Br)c1
  3.7	12.3	-2.3	-1.6	30.1	-3.4	8.1	-32.6	23.0	3.4	3.5
- COc1ccc(CNC(=O)C2CCCN(c3ncnc4c3nc3n4CCCCC3)C2)cc1 (stereo not drawn)
  -2.1	-28.7	-1.0	0.5	-4.3	·	-3.8	-0.9	12.2	-3.4	-1.4
- Cc1ccc(CS(=O)Cc2ccc(C(=O)NCC(C)c3ccccc3)o2)cc1 (stereo not drawn)
  -2.6	-0.3	-0.6	7.5	1.5	-2.7	-4.1	-25.9	11.2	-2.0	-1.0
- O=C(/C=C/NCc1cccnc1)c1ccc(Br)cc1
  -21.4	-16.7	-1.1	-0.1	-128.1	-4.5	-35.5	-36.0	-167.6	0.8	-1.4
- N#C/C(=C\c1ccccc1C(F)(F)F)C(=O)Nc1ccccc1
  9.8	-29.5	3.9	-70.2	-0.6	-16.7	-70.7	-23.1	-1.6	-0.9	-6.8
- Cn1c(=O)c2c(SCC(=O)Nc3nccs3)nc(C3CC3)nc2n(C)c1=O
  77.7	6.2	-4.9	-3.9	26.5	1.8	14.8	-31.6	15.3	3.0	-4.9
- O=C(CN1C(=O)NC2(CCc3ccccc32)C1=O)c1c[nH]c2ccccc12 (stereo not drawn)
  10.3	-10.6	-12.2	1.8	1.0	-6.8	8.6	13.0	20.0	1.9	3.5
- Cc1c(NC(=O)c2cccnc2C(=O)O)cccc1C(=O)O
  1.1	3.5	-1.0	4.6	5.5	-4.6	-4.9	-4.8	11.1	-1.2	-0.7
- COC(=O)c1sccc1NC(=O)C1CC1
  -5.2	-4.2	-4.4	-3.3	4.3	-2.9	-32.0	-6.1	16.6	2.2	3.4
- CC(=O)N(c1ccccc1)c1nc(/C=C/C(=O)Nc2c(C)cc(C)cc2C)cs1
  29.0	-4.7	-1.9	-5.5	11.1	-6.0	0.3	-12.0	14.8	-1.4	-4.1
- Cc1nnc(N(Cc2ccco2)C(=O)c2ccno2)s1
  -18.4	15.1	4.1	-1.7	-36.8	·	-12.6	-9.4	-50.4	1.1	-3.1
- Cc1cccc(N=C(NO)c2nonc2N)c1
  -14.5	-6.4	2.7	2.1	-2.7	-14.6	3.9	8.8	2.2	-3.1	7.8
- COc1ccc(CC(=O)NCc2nc(-c3ccccc3)no2)cc1
  -6.6	-1.1	9.7	3.7	-1.8	10.7	-0.8	10.6	-6.0	-0.4	-23.4
- COc1ccc(NC(=O)CC2C(=O)N(CCc3ccccc3)C(=S)N2Cc2cccnc2)cc1 (stereo not drawn)
  -36.2	0.6	-11.5	14.7	19.4	-3.0	-2.8	-5.5	-3.8	0.8	-11.1
- OCCNc1nc(-c2ccccc2)nc2c1oc1ccccc12
  -10.7	-31.6	-10.9	6.1	6.4	-4.0	-10.7	-3.9	-3.3	-3.8	2.3
- COc1ccc(-n2ncc3c(N4CCc5ccccc54)ncnc32)cc1
  -18.6	-32.9	-6.0	-1.1	-276.0	-7.4	-57.6	-54.2	-295.2	-1.1	-4.0
- COc1ccc(CCNC(=O)CC(c2ccccc2)c2cc(C)ccc2O)cc1OC (stereo not drawn)
  64.4	-4.8	-10.8	1.0	38.6	·	·	-14.0	14.7	-3.4	-1.0
- CC12CCC(O)CC1=CCC1C2CCC2(C)C3=NN=CC3CC12 (stereo not drawn)
  -31.0	38.1	0.1	3.7	51.2*	-6.2	3.3	4.4	6.7	·	-11.0
- Cc1ccccc1OCC1Cn2c(nc3c2c(=O)[nH]c(=O)n3C)O1 (stereo not drawn)
  3.8	-2.2	-2.4	0.9	16.9	-3.4	12.7	19.3	2.9	-1.0	-8.3
- COc1cccc(-c2cc(NC=O)c3ncc(-c4cccc(C(=O)NCCN(C)C)c4)n3c2)c1
  -4.6	6.4	-1.1	3.4	-9.1	-4.5	·	12.5	-11.4	·	-12.5
- OC(c1cccc(Cl)c1)c1nc(-c2ccccc2)cs1 (stereo not drawn)
  -20.8	-5.6	12.6	0.5	-6.3	-9.7	·	10.9	-25.8	·	5.2
- COc1ccc(NC(=S)N2CCCCCC2)cc1OC
  -7.6	-4.4	2.1	-5.5	-15.2	-5.4	12.6	-21.8	-32.3	1.7	3.0
- CCOc1ccc(NC(=O)CN(C)C(=O)c2cccnc2SC)cc1OCC
  -1.3	-18.8	1.2	1.9	-2.7	-10.3	11.2	-17.7	11.4	0.8	-7.8

# Source: PubChem (several laboratories)
